Screening results as filed in PubChem.
GPR35 antagonists – inhibition of zaprinast-stimulated GPR35 beta-arrestin translocation – imaging, U2OS, beta-arrestin-GFP, zaprinast agonist, primary screen (AID 2058); U2OS GPR35 beta-arrestin-GFP translocation imaging, zaprinast antagonism; higher % means a stronger effect; inhibition, % at 10 µM, or IC50 in µM where a hit was titrated; 290,000 compounds, 0.052% hits;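 active means inhibition of at least 50% with at least 30 cells and total cytoplasm GFP at most 10,000,000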
Myeloid diff MLP – myeloid differentiation induction; ER-HoxA9 myeloid progenitors, lysozyme-GFP differentiation, flow cytometry; calls only at 10 µM; 360,000 compounds, 1% hits; AID 624256;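 active means normalized GFP-positive differentiation at or above the plate's own cutoff, the solvent-only control mean plus 3 SD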;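 further: cells exposed to compound for four days before flow analysis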
HIV peptide binding – cell-free HIV fusion peptide-binding blockers – biochemical, uHTS, fluorescence dequenching, primary screen (AID 1986) | inhibition, % at 20 µM; hits with a dose series show IC50 in µM | cell-free peptide binding, fluorescence dequenching, 30 min; higher % means a stronger effect | 290,000 compounds, 0.3% hits; in the data active means inhibition mostly above about 52%, no sharp cut-off; inactive means mostly below about 76%; further: some results filed as inactive read as strong as hits
KOR beta-arrestin-1 – KOR agonists, beta-arrestin recruitment, primary screen, cell-based, luminescence, uHTS (AID 1777); KOR beta-arrestin recruitment, luminescence; higher % means a stronger effect; activation, % at 10 µM; hits with a dose series show EC50 in µM; 280,000 compounds, 0.02% hits; in the data active means activation above about 50%, passing the limit was not always enough; further: a part of the inactive calls stands beside numbers as strong as those of hits
HEK293 NOD2/NF-kB – NOD2 signaling inhibitors, cell-based, luminescence, uHTS, HEK293 (AID 1566); HEK293 NOD2/NF-kB luciferase reporter, luminescence; higher % means a stronger effect; inhibition, % at 4 µM; hits with a dose series show EC50 in µM; 290,000 compounds, 0.63% hits; further: many of its hits are not listed in these tables
GPR55 beta-arrestin – GPR55 agonists via beta-arrestin recruitment, primary screen, imaging, U2OS cells, beta-arrestin-GFP redistribution (AID 1961); activation, % at 10 µM, or EC50 in µM where a hit was titrated; U2OS GPR55 beta-arrestin-GFP redistribution imaging; higher % means a stronger effect; 290,000 compounds, 0.048% hits;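 active means activation above 40% with more than 50 cells counted in the well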;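 further: U2OS osteosarcoma cells stably expressing GPR55 and beta-arrestin-GFP; plate controls were DMSO negative control for no effect and LPI positive control for full effect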
GPR55 LPI antagonism – GPR55 antagonists blocking LPI-driven arrestin recruitment, primary screen, imaging, U2OS, beta-arrestin-GFP, LPI agonist (AID 2013); U2OS GPR55 beta-arrestin-GFP translocation imaging, LPI antagonism; higher % means a stronger effect; inhibition, % at 10 µM; hits with a dose series show IC50 in µM; 290,000 compounds, 0.13% hits;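 active means spots per cell inhibited over 60%, with over 100 cells counted and total cytoplasm intensity under 500,000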;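 further: U2OS cells stably carrying GPR55 and arrestin-GFP stimulated by 5 µM LPI near EC80; imaged beta-arrestin-GFP aggregate spots per cell after agonist stimulation; plate controls were LPI-stimulated DMSO wells for no effect and DMSO wells without LPI for full effect; some results filed as inactive read as strong as hits; confirmed hits need IC50 under 10 µM and bright autofluorescent wells are also inconclusive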
KOR beta-arrestin-2 – KOR antagonists, beta-arrestin recruitment, cell-based, luminescence, uHTS (AID 1778); KOR beta-arrestin recruitment, luminescence, antagonist mode; higher % means a stronger effect; one-dose inhibition, % at 10 µM; IC50 in µM for titrated hits; 290,000 compounds, 0.091% hits; further: strong numbers were not always called active
NOD1 NF-kB reporter – inhibition of NOD1-driven NF-kB reporter – cell-based, luminescence, uHTS, primary screen (AID 1578) | NOD1-driven NF-kB luciferase reporter cells, luminescence; higher % means a stronger effect | one-dose inhibition, % at 4 µM; EC50 in µM for titrated hits | 290,000 compounds, 1% hits; in the data active means inhibition mostly above about 36%, no sharp cut-off; inactive means mostly below about 34%;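 further: HEK-293T reporter cells stimulated with the NOD1 agonist gamma-tri-DAP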
Myeloid diff MLP GFP+ MAC1+ % – second read-out of Myeloid diff MLP, no call of its own (marks repeat the call); GFP+ MAC1+ double positive, %; measured here: differentiation confirmed by MAC1 staining
Numbers without * were called inactive; i = inactive; x = not tested or not shown; [ ] = remark or other dose. Unless noted, no stated cut-off is given here; in the data, active means inhibition above about 50%; inactive means the rest. Only part of the results is shown; the hit share may differ from the screen's.

1. COc1ccc(S(=O)(=O)Nc2nnc(CC(C)(C)C)s2)cc1
2. Cc1ccc(F)cc1CNC(=O)C1CCC(=O)N(CCc2ccccc2)C1 (stereo unspecified)
3. COc1cc(/C=N/n2c(-c3cc(C)[nH]n3)n[nH]c2=S)cc(OC)c1OC
4. Cc1cc(/C=N/NC(=O)c2ccc(O)cc2)c(C)n1CC(C)C
5. CCC(=O)c1ccc(N2CCN(C(=O)c3cccc(F)c3)CC2)c(F)c1
6. COc1ccc(Nc2nc3ccccc3n3cnnc23)cc1
7. O=C(CN1CCOCC1)NN=C1CCCCCCCCCCC1
8. CCOc1ccc(-c2nc(CSCC(=O)NCc3ccco3)c(C)o2)cc1
Screen / compound no.	1	2	3	4	5	6	7	8
GPR35 antagonists	12%	6%	10%	-9%	-1%	3%	-2%	-4%
Myeloid diff MLP	i	i	i	i	i	i	i	i
Myeloid diff MLP GFP+ MAC1+ %	0.3	1.4	0.6	0.7	0.0	5.1	0.0	0.6
HIV peptide binding	-0.3%	-1.9%	-1.1%	0.4%	2.7%	-3.6%	1.8%	-0.7%
KOR beta-arrestin-1	-4.8%	0.0%	-0.6%	1.1%	-2.5%	-1.6%	5.9%	-3.3%
HEK293 NOD2/NF-kB	12%	2%	18%	-38%	-10%	10%	15%	9%
GPR55 beta-arrestin	0.2%	-0.3%	0.2%	0.2%	-1.0%	0.3%	0.3%	0.0%
GPR55 LPI antagonism	-12%	6%	-2%	-8%	7%	0%	15%	5%
KOR beta-arrestin-2	12%[20 µM]	-22%	17%	-26%	-14%	-16%	-14%	-5%
NOD1 NF-kB reporter	-15%	-26%	-1%	-6%	-11%	0%	-6%	-15%

Quoted at random: five compounds from above
8. CCOc1ccc(-c2nc(CSCC(=O)NCc3ccco3)c(C)o2)cc1
5. CCC(=O)c1ccc(N2CCN(C(=O)c3cccc(F)c3)CC2)c(F)c1
7. O=C(CN1CCOCC1)NN=C1CCCCCCCCCCC1
1. COc1ccc(S(=O)(=O)Nc2nnc(CC(C)(C)C)s2)cc1
6. COc1ccc(Nc2nc3ccccc3n3cnnc23)cc1
Screen / compound no.	8	5	7	1	6
GPR35 antagonists	-4%	-1%	-2%	12%	3%
Myeloid diff MLP	i	i	i	i	i
Myeloid diff MLP GFP+ MAC1+ %	0.6	0.0	0.0	0.3	5.1
HIV peptide binding	-0.7%	2.7%	1.8%	-0.3%	-3.6%
KOR beta-arrestin-1	-3.3%	-2.5%	5.9%	-4.8%	-1.6%
HEK293 NOD2/NF-kB	9%	-10%	15%	12%	10%
GPR55 beta-arrestin	0.0%	-1.0%	0.3%	0.2%	0.3%
GPR55 LPI antagonism	5%	7%	15%	-12%	0%
KOR beta-arrestin-2	-5%	-14%	-14%	12%[20 µM]	-16%
NOD1 NF-kB reporter	-15%	-11%	-6%	-15%	0%

Going on with the list.
9. CCOC(=O)N1CCN(C(=O)c2ccc(N3C(=O)c4ccccc4C3=O)cc2)CC1
10. Cc1cccc(C(=O)N2CCC(=O)N(C(COCc3ccccc3)Cc3ccccc3)CC2)c1 (stereo unspecified)
11. COc1ccc(CC(=O)N/N=C\c2cc(Br)c(O)c(Br)c2)cc1
12. CCCCn1c(CN2CCN(c3cccc(Cl)c3)CC2)nc2c1c(=O)n(C)c(=O)n2C
13. CCOc1ccc(N(CC(=O)Nc2c(C)n(C)n(-c3ccccc3)c2=O)S(=O)(=O)c2ccccc2)cc1
14. O=C(C1=C(Nc2ccccc2)c2ccccc2S(=O)(=O)N1)c1ccccc1
15. CCCc1cc(=O)[nH]c(SCc2nc3ccccc3s2)n1
16. N#C/C(=C(/O)C(Cl)c1ccccc1)c1nc2ccccc2s1 (stereo unspecified)
Screen / compound no.	9	10	11	12	13	14	15	16
GPR35 antagonists	3%	3%	-18%	3%	7%	-8%	-9%	-1%
Myeloid diff MLP	i	i	i	i	i	i	i	i
Myeloid diff MLP GFP+ MAC1+ %	0.3	0.6	0.8	1.1	0.3	0.3	2.1	1.7
HIV peptide binding	-1.4%	0.2%	9.9%	-3.2%	-0.5%	27%	4.4%	13%
KOR beta-arrestin-1	0.3%	-2.9%	8.1%	4.7%	-6.9%	1.1%	-0.3%	3.0%
HEK293 NOD2/NF-kB	-15%	8%	6%	48%	13%	-3%	-2%	-32%
GPR55 beta-arrestin	0.0%	0.1%	-0.2%	0.1%	-0.1%	-0.2%	0.0%	0.0%
GPR55 LPI antagonism	-1%	8%	-5%	-1%	3%	-20%	x	10%
KOR beta-arrestin-2	-38%	-17%	8%	-63%	20%[20 µM]	17%	-3%	-22%
NOD1 NF-kB reporter	-10%	-20%	17%	55%	-22%	-4%	2%	9%

(listing goes on)
Value order: GPR35 antagonists, Myeloid diff MLP, Myeloid diff MLP GFP+ MAC1+ %, HIV peptide binding, KOR beta-arrestin-1, HEK293 NOD2/NF-kB, GPR55 beta-arrestin, GPR55 LPI antagonism, KOR beta-arrestin-2, NOD1 NF-kB reporter
#17 CCOC(=O)c1ccc(NC(=S)NCCCN2CCOCC2)cc1
→ 6%, i, 0.7, -1.8%, x, 8%, -0.3%, -2%, -6%[20 µM], -11%
#18 COc1cc(-c2cc(C(=O)Nc3ccc(O)cc3)c3ccccc3n2)cc(OC)c1OC
→ 1%, i, 0.3, -2.6%, 2.7%, 16%, 0.3%, -2%, 16%, 6%
#19 COC(=O)c1cccc(NC(=O)NC23CC4CC(CC(C4)C2)C3)c1
→ 2%, i, 0.3, -1.4%, -4.6%, -18%, -0.1%, 6%, 4%, -53%
#20 CCN(CC)S(=O)(=O)c1cccc(-c2n[nH]c(=S)n2Cc2ccccc2)c1
→ -4%, i, 0.6, 0.7%, -4.0%, 7%, 0.0%, 2%, -5%, -33%
#21 OCCNCC(O)Cn1ccc2ccccc21 (stereo unspecified)
→ 4%, i, 1.5, -0.6%, -2.6%, -14%, -0.1%, 11%, 49%, -16%
#22 CCOC(=O)CSc1nnc(Cc2ccccc2)n1-c1ccc(C)cc1
→ -12%, i, 1.1, -0.4%, 3.5%, -8%, 2.1%, -8%, -24%, -28%
#23 Cc1cc(=O)n(CCc2ccccc2)c(O)c1C#N
→ 9%, i, 1.0, -2.6%, 4.7%, -75%, 0.2%, 0%, 11%, -32%
#24 CCCOc1ccc(Cn2cnc3ccccc32)cc1
→ -7%, i, 1.5, 0.5%, -1.3%, -10%, 0.5%, -19%, 0%, 9%
#25 Cc1cc(Cl)c(S(=O)(=O)N2CCN(c3ccc(F)cc3)CC2)cc1OCC(N)=O
→ -18%, i, 3.0, -0.9%, 12%, 19%, -0.3%, -2%, -46%, 4%
#26 CCCn1c(SCC(=O)Nc2cccc(C)n2)nnc1-c1ccco1
→ -2%, i, 1.0, -2.0%, -4.4%, 12%, -0.2%, -3%, 17%, -14%
#27 O=C(CCC(=O)OCC(=O)c1ccc([N+](=O)[O-])cc1)NC1CCCCC1
→ -7%, i, 1.7, -0.2%, -1.8%, 12%, 0.3%, -14%, -22%, -14%
#28 COc1cccc(-n2nc(C(C)=O)c(=O)[nH]c2=O)c1
→ 1%, i, 0.1, -2.3%, 3.8%, -32%, -0.3%, 11%, -24%, 18%
#29 O=C1NC(Cc2c[nH]c3ccccc23)C(=O)N1Cc1cccc2ccccc12 (stereo unspecified)
→ -4%, i, 0.2, -2.6%, -1.6%, -3%, -0.3%, 1%, -6%, -23%
#30 COc1cc(CC(NC(C)=O)C(=O)NC2CCN(C(=O)Nc3ccccc3C)CC2)cc(OC)c1 (stereo unspecified)
→ -1%, i, 0.8, -0.8%, -3.3%, 8%, 0.2%, -11%, 4%, 2%
#31 O=C(Nc1ncc(Cc2cccc(C(F)(F)F)c2)s1)C1CCCO1 (stereo unspecified)
→ 10%, i, 0.3, -1.2%, 1.9%, -24%, -0.1%, -5%, 36%, -6%
#32 Nc1nc(SCC(=O)c2ccc(Br)s2)n[nH]1
→ 2%, i, 0.4, -1.3%, -4.5%, 12%, -0.1%, 5%, 1%, -10%
#33 N#CC(c1ccc(F)cc1)c1ccc(C(=O)c2ccc(F)cc2)cc1 (stereo unspecified)
→ 16%, i, 0.3, 1.8%, 0.7%, 26%, 0.3%, 12%, -27%, 38%
#34 O=C(CCC(=O)c1ccc(F)cc1)Nc1cccc(Br)c1
→ 4%, i, 0.7, 2.4%, -4.0%, -41%, 0.0%, -5%, -15%, 4%
#35 O=C(c1cc(-c2cccnc2)nc2ccc(Cl)cc12)N1CCN(S(=O)(=O)c2cccs2)CC1
→ 5%, i, 10, 4.0%, 6.4%, 10%, 0.0%, 2%, -11%, -9%
#36 COc1ccccc1N1CN(CCc2ccccc2)CNC1=S
→ -8%, i, 1.1, -0.6%, x, 7%, -0.3%, 5%, 8%, 14%
#37 O=C(CSc1nc2c([nH]c3ccccc32)c(=O)n1-c1ccccc1)N1CCOCC1
→ 7%, i, 2.7, -2.3%, -6.5%, 4%, 0.2%, 19%, 44%, -7%
#38 O=C(COc1ccc(Cl)cc1)N1CCCCCCC1
→ -1%, i, 0.4, 3.0%, 4.6%, -3%, -0.1%, -2%, -25%, -14%
#39 Cc1cccc2c(=O)cc(C)n(CC(N)=O)c12
→ -6%, i, 0.3, 0.2%, 2.0%, 9%, 0.3%, -18%, 2%, 8%
#40 CC(C)c1ccc(NC(=S)NN2CCN(C)CC2)cc1
→ -23%, i, 0.4, -0.1%, -2.6%, 13%, -0.2%, 16%, -2%, -23%
#41 COCCCNC(=O)CNC(=O)c1nn(-c2ccc(OC)c(Cl)c2)c(=O)c2ccccc12
→ -9%, i, 0.1, 1.1%, 0.9%, -11%, -0.1%, 12%, -16%, -8%
#42 O=C(N/N=C\c1ccc(COc2ccc([N+](=O)[O-])cc2)o1)c1ccc(Cl)cc1
→ -4%, i, 0.0, -0.5%, -1.3%, 6%, -0.1%, 9%, -20%, -9%
#43 Cc1cc(C)c(OC2(c3ccccc3)OC(=O)c3ccccc32)c(C)c1 (stereo unspecified)
→ 5%, i, 6.1, -0.9%, 0.6%, 1%, -0.1%, 13%, 22%, 13%
#44 COC(=O)c1c(NC(=O)CN2CCN(c3cccc(Cl)c3)CC2)sc(C)c1C
→ 9%, i, 0.9, 0.9%, -1.4%, 19%, -0.3%, 9%, 17%, 6%
